hcGAS inh: blocks human cGAS activity | Q8N884 | recombinant h-cGAS, ATP depletion, Kinase-Glo luminescence | inhibition, % at 12.5 µM | 0.081% of 290,000 active | AID 1259398;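 further: 0% = vehicle reaction and 100% = reaction without DNA for no activity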
Target sequence (Q8N884 whole entry, looked up): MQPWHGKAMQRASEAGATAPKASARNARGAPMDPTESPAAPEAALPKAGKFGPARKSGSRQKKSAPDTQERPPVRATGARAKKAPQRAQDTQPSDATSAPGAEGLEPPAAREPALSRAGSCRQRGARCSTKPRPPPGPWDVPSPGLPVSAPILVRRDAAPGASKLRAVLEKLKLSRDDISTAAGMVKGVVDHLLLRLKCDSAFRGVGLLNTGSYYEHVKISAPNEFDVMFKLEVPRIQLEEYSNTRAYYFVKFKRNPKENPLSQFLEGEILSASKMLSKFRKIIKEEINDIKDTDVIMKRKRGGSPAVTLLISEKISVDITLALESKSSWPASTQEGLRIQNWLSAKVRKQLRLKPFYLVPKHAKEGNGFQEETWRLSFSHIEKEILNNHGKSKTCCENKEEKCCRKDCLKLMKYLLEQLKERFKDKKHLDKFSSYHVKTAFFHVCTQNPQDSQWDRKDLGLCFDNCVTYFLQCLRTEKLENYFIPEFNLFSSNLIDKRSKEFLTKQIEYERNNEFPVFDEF
mcGAS inh: blocks mouse cGAS activity. 0.15% of 160,000 active. inhibition, % at 12.5 µM. recombinant cGAS, Kinase-Glo ATP depletion luminescence. Q8C6L5;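 further: 0% = negative control wells and 100% = reference inhibitor with no enzyme activity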
NPYLR7 ag: mosquito NPYLR7 agonism | HEK293T NPYLR7/Galpha15, GCaMP6s calcium fluorescence | activation, % at 10 µM | 0.15% of 270,000 active | AID 1259423; in the data active means activation above about 40%;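 further: 0% = vehicle and 100% = reference agonist at the receptor; some compounds past the cut are filed as inactive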
The depositor's hits bear a star; / = no result given; & = joins results of further samples. Unless noted, no stated cut-off is given here; in the data, active means inhibition above about 40%; inactive means the rest.

SMILES	hcGAS inh	mcGAS inh	NPYLR7 ag
C#CCN(Cc1ccco1)Cc1nc(-c2ccc(C(F)(F)F)cc2)oc1C	-3	-14	9
N#CC1C(=N)Oc2cc(O)ccc2C1c1ccc(Cl)cc1 (centres undefined)	0	2	18
C=CCNS(=O)(=O)c1ccc(Cl)c(Cl)c1	-4	/	-2
O=C(NCC1(Cn2cccn2)CC1)c1ncc[nH]1	2	-9	-4
COc1ccc(C(=O)NCCCNC(=O)[C@H]2CCCN2C(=O)C2CC2)cc1	-8	-11	30
CC(C)c1cc(Oc2ccc(F)cc2F)nc(SCc2ccccc2Cl)n1	-4	-5	19
CCOc1ccc2nc(N3CCCC(C(=O)N4CCCN(C(=O)c5ccco5)CC4)C3)nc(C)c2c1 (centres undefined)	-1	0	10
CCN(CC)Cc1cnc2c(C(=O)N3CCCC(c4ccccc4)C3)cnn2c1 (centres undefined)	-3	-17	/
CCOC(=O)c1nn(-c2ccc(C)cc2)c(=O)cc1OS(=O)(=O)N(C)C	-5	-6	-1
Cc1nnc(C(C)Nc2ccc(N3CC(C)OC(C)C3)c(F)c2)o1 (centres undefined)	-19	/	7
Cc1cc(C)cc(OCC(=O)NCCn2cccc2)c1	-9	-18	3
CC1=NN(c2ccc([N+](=O)[O-])cc2)C(c2ccco2)C1 (centres undefined)	3	1	-1
CC(C)c1cnc(S(=O)(=O)C(C)C(=O)N(C)C(C)C)n1C1CC1 (centres undefined)	-8	/	1
Cc1ccc(C)c2c1NC(=O)/C2=N\N1CCN(C)CC1	-8	/	9
C=CCn1c(SCc2ccc(C)cc2)nc2c1c(=O)[nH]c(=O)n2C	-4	/	-8

The last 5 entries of the part above open the next one.
SMILES	hcGAS inh	mcGAS inh	NPYLR7 ag
Cc1cc(C)cc(OCC(=O)NCCn2cccc2)c1	-9	-18	3
CC1=NN(c2ccc([N+](=O)[O-])cc2)C(c2ccco2)C1 (centres undefined)	3	1	-1
CC(C)c1cnc(S(=O)(=O)C(C)C(=O)N(C)C(C)C)n1C1CC1 (centres undefined)	-8	/	1
Cc1ccc(C)c2c1NC(=O)/C2=N\N1CCN(C)CC1	-8	/	9
C=CCn1c(SCc2ccc(C)cc2)nc2c1c(=O)[nH]c(=O)n2C	-4	/	-8
Cc1ccc2cc(CNc3ccc(C#N)cc3)c(Cl)nc2c1	-1	/	2
COc1cc2c(cc1OC)C(c1ccc(F)cc1)N(C(=O)Nc1cc(OC)c(OC)c(OC)c1)CC2 (centres undefined)	-6	-6	-2
O=C(NC1CCCC1)c1ccc(NCc2ccc(N3CCCC3)nc2)nn1	-3	/	-2
O=C(/C=C/c1ccc(Cl)cc1)Nc1nccs1	-1	-3	-4
COc1ccc(CCOC(=O)C2CCCCN2C(=O)C(C)(C)Oc2ccc(CCNC(=O)c3ccc(Cl)cc3)cc2)cc1OC (centres undefined)	-6	-2	-21
CCOc1cccc(C(=O)N2CCC(n3c(C)nc4cc(C(F)(F)F)ccc43)CC2)c1	5	2	2
COc1cccc(C(C2Sc3nc(-c4ccco4)nn3C2=O)N2CCCC2)c1 (centres undefined)	-3	-6	1
CCOc1cccc2cc(C(N)=O)c(=NCc3ccccc3)oc12	1	0	3
COc1ccc(C(=O)NN=Cc2c(C)nn(Cc3ccccc3)c2Cl)cc1OC	-5	-9	-6
COc1ccc(CNS(=O)(=O)c2ccc(Cl)c(Cl)c2OC)cc1	0	-5	4
CC1=NN(c2cccc(C(=O)O)c2)C(=O)/C1=C\c1ccc(N(C)C)cc1	-6	1	-5
O=C(O)c1cc(-c2ccncc2)cc(S(=O)(=O)N2CCSCC2)c1	1	/	-1
CC1(C(=O)Nc2ccccc2F)CCN1Cc1ccc(-c2ccccc2)o1 (centres undefined)	-10	/	8
COCCN(Cc1ccc(OC)cc1)CC(O)COc1ccccc1C (centres undefined)	0	0	-1
O=[N+]([O-])c1ccccc1C1c2cccn2CCCN1Cc1c(F)cccc1F (centres undefined)	-3	/	2

Reprinted from the part before: 5 entries, then new ones.
SMILES	hcGAS inh	mcGAS inh	NPYLR7 ag
CC1=NN(c2cccc(C(=O)O)c2)C(=O)/C1=C\c1ccc(N(C)C)cc1	-6	1	-5
O=C(O)c1cc(-c2ccncc2)cc(S(=O)(=O)N2CCSCC2)c1	1	/	-1
CC1(C(=O)Nc2ccccc2F)CCN1Cc1ccc(-c2ccccc2)o1 (centres undefined)	-10	/	8
COCCN(Cc1ccc(OC)cc1)CC(O)COc1ccccc1C (centres undefined)	0	0	-1
O=[N+]([O-])c1ccccc1C1c2cccn2CCCN1Cc1c(F)cccc1F (centres undefined)	-3	/	2
COc1cc(NC(=O)COc2cc(F)ccc2[N+](=O)[O-])cc(OC)c1OC	-1	/	-6
Cc1cc(NC(=O)CN2C(=O)/C(=C/c3c(Cl)cccc3Cl)SC2=S)no1	-6	/	-3
CCN(CCn1cccn1)Cc1cn(C)nc1-c1cccc(Cl)c1	2	-2	-9
CCn1nnc2c(N3CC(C)CC(C)C3)ncnc21 (centres undefined)	-9	/	8
CCCC(O)CN(CCN1CCOCC1)Cc1cccc(C)c1 (centres undefined)	-3	-4	-2
C=CCn1c(SCC(=O)c2cc(C)sc2C)nnc1-c1ccncc1	-4	-4	5
O=C1c2ccccc2C(=O)c2c1c(C(=O)OCc1ccccc1)c1ccccn21	-5	-4	-4
Cc1ccc(Cl)cc1Nc1ncccc1C(=O)N1CCCC2CCCCC21 (centres undefined)	-7	-4	-5
CCC(C)c1ccccc1NC(=O)c1ccc(=O)[nH]c1 (centres undefined)	-3	/	8
OCc1sc(N2CCOCC2)nc1-c1ccccc1	-15	/	0
CC(=O)Nc1ccc2oc(Cc3ccccc3Cl)nc2c1	-3	-6	25
O=C(c1ccc(Nc2cccc(C(F)(F)F)c2)nc1)N1CCc2c([nH]c3ccccc23)C1	-2	/	-7
COc1ccc(Br)c(C(=O)Nc2cc(C(=O)NCc3ccccc3OC)ccc2N2CC3CC(C2)c2cccc(=O)n2C3)c1 (centres undefined)	-9	/	-8
CCCc1nc(NCCc2c(C)n[nH]c2C)c2cnn(C)c2n1	-2	/	24
Cc1ccsc1/C=C/C(=O)Nc1cccc(S(C)(=O)=O)c1	2	/	-8
Cc1c(C)n2c3c(=O)n(CCc4ccccc4)c(=O)n(C)c3nc2n1Cc1ccco1	-7	-8	0
Cc1nc(SC(C)C(N)=O)c2c3c(sc2n1)CCC3 (centres undefined)	-2	/	-7
O=C(c1cn(C(c2ccccc2)c2ccccc2)nn1)N1CCCCC1c1ccccn1 (centres undefined)	-9	-10	1
O=C(COc1cccc(F)c1)Nc1nc(-c2ccco2)c(-c2ccco2)s1	-7	-3	11
CC(=O)OC12CC3CC(C1)CC(C(=O)O)(C3)C2	0	/	11
CSCCC(=O)NC(C)c1cnn(-c2ccccc2C)c1C (centres undefined)	-6	-10	-3
CC(=O)c1c(C)nn(CCC(=O)N2CCC(c3ccccc3C(=O)O)C2)c1C (centres undefined)	-4	/	-4
COc1ccc(-c2cc(C(=O)NCc3ccncc3)n3nc(C(C)(C)C)cc3n2)cc1	-11	-7	13
COc1ccc(C(N)c2ccccc2OC)cc1 (centres undefined)	-6&-7	/	2&1
COC12C=CC(CC1)c1c(OC(C)=O)ccc(OC(C)=O)c12 (centres undefined)	-11	/	4
CC(C)c1nnc(CN2CCN(C(=O)c3ccccc3O)CC2)o1	-16	-7	1
CCOC(=O)c1c(C)[nH]c(C(=O)N2CCC(C(C)C(=O)N3CCC(C)CC3)CC2)c1C (centres undefined)	-6	-4	/
O=C(CC(NCCO)C(=O)O)Nc1cccnc1 (centres undefined)	-8	-9	-2
CCCn1nccc1NC(=O)Nc1cnn(CC)c1	-5	-17	7
Cc1ccc(Cn2nc(-c3cccs3)c3sc(C)nc3c2=O)cc1	5	-8	3
CCCCCCCCCCCC(=O)Nc1ccc(N2CCN(c3ccccc3OC)CC2)c(C(=O)NCC2CCCO2)c1 (centres undefined)	2	1	-12
CCN(Cc1ccccc1)C(=O)c1ccc(CS(C)(=O)=O)o1	-13	/	12
Cc1cc(C(=O)N2CCc3ccccc3C2c2ccc(F)cc2)co1 (centres undefined)	-4	-5	-2
Cn1nnc2c(N3CCN(C(=O)c4cccc5ccccc45)CC3)ncnc21	-4	/	2
COC(=O)c1ccccc1CN(CCC(C)C)Cc1cccn1Cc1cccc(C(F)(F)F)c1	-8	-9	-1
CCOc1ccccc1N1C(=O)CSC1c1ccc(NC(=O)COCc2ccccc2)cc1 (centres undefined)	-7	-9	2
CNC(=O)CSc1nnc(N2CCN(C(=O)c3cc(C)oc3C)CC2)s1	5	-3	-14
O=C(NCC1CCCO1)c1csc2c1CCCC2 (centres undefined)	-6	-3	0
Cc1c(Cl)ccc2sc(N(Cc3ccccn3)C(=O)c3cccc(N4C(=O)CCC4=O)c3)nc12	-5	-10	2
O=c1ccc(-c2cccs2)nn1CCNS(=O)(=O)c1ccccc1C(F)(F)F	3	-7	2
O=C(CCCn1nc(-c2ccco2)ccc1=O)N(Cc1ccccc1)c1ccccc1	-5	-9	-2
COc1cccc(CCNC(=O)c2cn(Cc3c(F)cccc3F)nn2)c1OC	-3	-8	/
COc1ccc(COC(=O)C2=C(C)NC3=C(C(=O)CCC3)C2c2coc3ccccc3c2=O)cc1 (centres undefined)	-1	-2	-8
COC(=O)CCCCCCCCC(=O)NCCC(=O)N1CCC(C(=O)N2CCOCC2)CC1	3	1	-10
COc1ccc2[nH]c3c(c2c1)CCN(C(=O)c1cc(Cl)sc1Cl)C3c1ccc(OCc2ccccc2)cc1 (centres undefined)	-19	-8	5
Cc1cc(OCCCC(=O)N2CCC(NC(=O)c3ccccn3)CC2)ccc1Cl	-3	/	1
COc1ccc(C(C#N)(CCC#N)CCC#N)cc1OC	4	2	-9
O=C(NNC(=O)c1cc2c(s1)CCCC2)c1ccco1	-6	/	3
Cc1nccn1CC(C)CNC(=O)N1CCC(C(C)C)CC1 (centres undefined)	-12	68*	6
COc1cc(OC)cc(C(=O)NCCc2cc3ccc(C)c(C)c3[nH]c2=O)c1	-7	/	1
COc1ccc(CCNS(=O)(=O)c2ccc(OC)c3ccccc23)cc1OC	1	-7	2
CN(Cc1nccn1Cc1ccccc1)S(=O)(=O)NCc1ccccc1	-9	/	1
O=C(Nc1ccc(F)c(-c2nnc3n2CCCCC3)c1)c1cc(F)c(F)cc1Cl	-6	/	4
COCCN(CC(=O)N(CCc1ccccc1)Cc1ccc(C)o1)Cc1cc(C)ccc1C	-4	-8	7
Nc1c(C(=O)Nc2cc(Cl)ccc2Cl)sc(NC2CCCCC2)c1C(=O)NC1CC1	-6	/	-2
CC(=O)NCC1=CCCN(CCN2CCCC2)C1	-3	/	14
COCCNC(=O)c1cn(Cc2ccccc2)nc1OCc1ccccc1	-1	-2	-15
O=C1NCCN(Cc2ccccc2C(F)(F)F)C1CC(=O)N1CCCCO1 (centres undefined)	-7	/	18
COc1ccc(CCNC(=O)c2csc(CSc3nnc(-c4ccncc4)n3-c3ccccc3C)n2)cc1OC	-11	-6	17
O=C(NCCCCCC(=O)N1CCC(c2ccc(F)cc2)CC1)OCc1ccccc1	-1	0	1

Going on with the list.
SMILES	hcGAS inh	mcGAS inh	NPYLR7 ag
O=C(NCCC1=CCCCC1)c1ccc(CSc2nnc3ccccn23)cc1	-7	-3	-5
S=C1NC2=C(CCCC2=C2SCCCS2)C(c2ccccc2)N1 (centres undefined)	-3	-7	18
Cc1ccccc1NC(=O)Nc1ccc(N2CCCC2)c(C(=O)NCc2ccccc2)c1	-2	-4	7
CCC(C)C(=O)N1CCC(CCc2ccc3c(c2)OCO3)CC1 (centres undefined)	-4	-3	4
Cc1ccc(-c2ccc(Nc3ccc(Oc4ccccc4)cc3)nc2)cc1C	-3	-1	-9
Cc1nc(SCC(=O)c2cc(C)n(C)c2C)n(CC(C)C)c1C	-7	/	5
O=C(CNc1ccc2c(c1)CCC2)NC(=O)Nc1ccc(Br)cc1	-6	-8	-4
CC(Nc1ccc(N(C)Cc2ccccc2)cc1)C(=O)NC(N)=O (centres undefined)	0	/	-1
N#Cc1ccccc1NC(=O)CCSc1nncs1	-6	-15	9
Cc1[nH]cnc1-c1n[nH]c(=O)n1Cc1cccs1	-9	-17	26
COC(=O)c1sc2cc([N+](=O)[O-])cc(SC3CCCCC3)c2c1NC(C)=O	-2	/	19
CCCNC(=O)C1CCC(Cn2c(=O)c3sccc3n(Cc3ccc(C)cc3)c2=O)CC1 (centres undefined)	-3	0	-1
COc1ccc(-c2cc(C(=O)O)cc(S(=O)(=O)NC3CC3)c2)c(C)c1	-6	-15	7
CCCCc1ccc(S(=O)(=O)Nc2nccnc2-c2ccc(COc3cc(CC)nc4ccccc34)cc2)cc1	0	-4	-3
CCOCC(=O)Nc1ccc(Sc2cccs2)cn1	-10	/	-2

Some of the entries so far, with values under each structure.
Results follow in this order: hcGAS inh | mcGAS inh | NPYLR7 ag
> O=C(NCCC1=CCCCC1)c1ccc(CSc2nnc3ccccn23)cc1
    -7 | -3 | -5
> CCCCc1ccc(S(=O)(=O)Nc2nccnc2-c2ccc(COc3cc(CC)nc4ccccc34)cc2)cc1
    0 | -4 | -3
> S=C1NC2=C(CCCC2=C2SCCCS2)C(c2ccccc2)N1 (centres undefined)
    -3 | -7 | 18

(further entries)
SMILES	hcGAS inh	mcGAS inh	NPYLR7 ag
CC1CN(c2cc(Oc3ccccc3F)ncn2)CCN1C(=O)c1ccccc1Cl (centres undefined)	-3	-5	9
CCCC1=NN(C(=O)c2ccc(Br)cc2)C(O)(C(F)(F)F)C1 (centres undefined)	-4	/	5
Cc1cc(NC(=O)C(OC(=O)c2ccccc2)c2ccccc2)no1 (centres undefined)	-2	/	-2
C=CCNC(=O)C(NC(=O)c1cccc(OC)c1)C1CCN(C(=O)c2ccc(OC)cc2)CC1 (centres undefined)	-5	-3	-3

From PubChem
